FEN1 inhibitor: blocks human flap endonuclease 1; Recombinant FEN1 flap cleavage, fluorescence, 15 min; Potency, µM (titrated, usually from 114 µM), for the others: at the top dose activity change, negative = inhibition, most hits filed as inhibitors; 390,000 compounds, 0.35% hits; also: nearly all actives have a fitted effect of over 65% in size
Target sequence (P39748 whole entry, looked up): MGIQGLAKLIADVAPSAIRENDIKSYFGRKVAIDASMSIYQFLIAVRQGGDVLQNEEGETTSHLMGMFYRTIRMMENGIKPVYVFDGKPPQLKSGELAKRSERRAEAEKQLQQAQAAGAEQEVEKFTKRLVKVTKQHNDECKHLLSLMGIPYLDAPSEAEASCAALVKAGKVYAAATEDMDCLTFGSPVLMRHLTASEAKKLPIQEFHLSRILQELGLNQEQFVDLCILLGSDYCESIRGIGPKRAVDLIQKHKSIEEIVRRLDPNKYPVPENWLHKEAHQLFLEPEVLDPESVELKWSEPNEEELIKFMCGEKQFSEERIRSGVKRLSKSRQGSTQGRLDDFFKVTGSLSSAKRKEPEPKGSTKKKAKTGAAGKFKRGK
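Steps: FEN1 (10 nM) dispensed; compound added by pin tool; 15 min at room temperature; substrate added to 50 nM final; reads at 0 min and 15 min; data normalized and fitted (four-parameter Hill).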
N370S GC mod: inhibits or activates N370S mutant glucocerebrosidase. N370S GC spleen homogenate, 4MU-glucoside fluorescence. 330,000 compounds, 0.092% hits. P04062. Potency, µM (titrated, usually from 59.4 µM), for inactives: at the highest dose activity change, negative = inhibition, actives largely listed as inhibitors;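 also: 0% = full enzyme activity and -100% = no enzyme basal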
TDP1 inh: inhibitors of human tyrosyl-DNA phosphodiesterase TDP1 | recombinant TDP1, AlphaScreen DNA substrate cleavage | Q9NUW8 | AID 485290 | Potency, µM (top dose mostly 130 µM), without a hit: at the top dose activity change, negative = inhibition, most hits filed as inhibitors | 350,000 compounds, 0.28% hits; also: nearly all actives have a fitted effect of over 40% in size
Target sequence (Q9NUW8 whole entry, looked up): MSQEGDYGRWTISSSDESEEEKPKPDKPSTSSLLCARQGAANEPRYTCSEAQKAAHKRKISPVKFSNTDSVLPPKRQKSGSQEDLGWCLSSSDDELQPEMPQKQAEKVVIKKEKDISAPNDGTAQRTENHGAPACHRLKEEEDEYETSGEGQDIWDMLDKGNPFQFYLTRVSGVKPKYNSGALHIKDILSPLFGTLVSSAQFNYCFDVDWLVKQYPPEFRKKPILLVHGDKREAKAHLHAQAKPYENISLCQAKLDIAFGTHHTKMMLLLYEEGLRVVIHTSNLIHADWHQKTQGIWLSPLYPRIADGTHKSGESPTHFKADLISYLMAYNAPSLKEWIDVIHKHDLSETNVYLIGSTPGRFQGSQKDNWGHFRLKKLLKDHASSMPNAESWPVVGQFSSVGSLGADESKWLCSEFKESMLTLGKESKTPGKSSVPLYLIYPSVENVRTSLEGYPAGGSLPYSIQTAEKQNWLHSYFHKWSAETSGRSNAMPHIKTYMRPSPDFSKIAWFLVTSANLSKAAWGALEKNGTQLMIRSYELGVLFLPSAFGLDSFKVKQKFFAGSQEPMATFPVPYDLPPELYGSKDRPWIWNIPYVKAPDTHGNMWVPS
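Compounds were preincubated with Tdp1 (1 nM final) for 15 min at room temperature before substrate (15 nM final) started a 5 min reaction; beads (10 ug/ml final) were then added for 10 min before AlphaScreen detection.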
Numbers without * were called inactive; & = joins results of further samples; [ ] = remark or other dose. Calls follow the shape of the dose curve; as a rule, active = well fitted curve in the direction sought with a large enough effect; inconclusive = small, poorly fitted or top-dose-only effect, or another doubt; inactive = no such curve, though single readings can be large; an effect the other way counts as inactive or inconclusive. Unless noted, % is scaled to controls: 0 for no effect and ±100 for the full control effect; potency is read from the fitted curve at half-maximal effect.

Results for CCOc1ccccc1NC(=O)NNC(=O)COc1cccc(C)c1C ?
FEN1 inhibitor: -3.0%; N370S GC mod: -0.4%; TDP1 inh: 1.9%

How did O=C(NCc1ccccc1)C(=O)NCC1OCCN1S(=O)(=O)c1ccc2c(c1)OCCO2 (stereo not drawn) do in these assays?
FEN1 inhibitor: -0.2%; N370S GC mod: 13.0%; TDP1 inh: 1.3%

How did CC(=O)Nc1c(NC(C)C)c2ccccc2oc1=O do in these assays?
FEN1 inhibitor: -1.7%; N370S GC mod: 4.0%; TDP1 inh: 4.0%

How did O=C(NC(c1cccnc1)C(F)(F)F)c1cc(COc2ccc3c(c2)CCCC3)on1 (stereo not drawn) do in these assays?
FEN1 inhibitor: 0.7%; N370S GC mod: 18.4%; TDP1 inh: 1.7%

What do the screens show for `CCOC(=O)c1sc(NC(=O)c2ccc3ncsc3c2)nc1C`?
FEN1 inhibitor: -6.2%; N370S GC mod: 1.8%

Results for Cc1ccc(S(=O)(=O)CCc2nc3ccccc3s2)cc1 ?
FEN1 inhibitor: -2.4%; N370S GC mod: 5.5%; TDP1 inh: 15.8%[56.1 µM]

What do the screens show for `COc1ccc(CN2CCN(C(=O)c3ccc(CNS(=O)(=O)c4ccc(C)cc4)cc3)CC2)c(OC)c1OC`?
FEN1 inhibitor: -11.8%; N370S GC mod: 5.6%; TDP1 inh: 0.9%

How did O=C(CCC1CCCCC1)Nc1cc(C(F)(F)F)ccc1N1CCOCC1 do in these assays?
FEN1 inhibitor: -0.4%; N370S GC mod: 20.8%

Results for O=C1COc2ccc(C(=O)COC(=O)c3ccc(F)cc3Cl)cc2N1 ?
FEN1 inhibitor: -8.4%; TDP1 inh: -1.9%

Results for Cc1ccc(C(=O)NNC(=O)CSc2nnc3c(n2)[nH]c2ccc(C)cc23)cc1 ?
FEN1 inhibitor: 7.9%; N370S GC mod: -2.5%; TDP1 inh: 2.0%

How did C=CCn1c(SCC(=O)NC(=O)Cc2ccccc2)nc2ccccc2c1=O do in these assays?
FEN1 inhibitor: -6.3%; TDP1 inh: 0.1%

Results for CS(=O)(=O)N1CCCC(C(=O)Nc2ccccc2C(F)(F)F)C1 (stereo not drawn) ?
FEN1 inhibitor: 4.9%; N370S GC mod: -7.1%

Compounds from the list above that contain fluorine, in the order listed:
How did O=C(NC(c1cccnc1)C(F)(F)F)c1cc(COc2ccc3c(c2)CCCC3)on1 (stereo not drawn) do in these assays?
FEN1 inhibitor: 0.7%; N370S GC mod: 18.4%; TDP1 inh: 1.7%

How did O=C(CCC1CCCCC1)Nc1cc(C(F)(F)F)ccc1N1CCOCC1 do in these assays?
FEN1 inhibitor: -0.4%; N370S GC mod: 20.8%

Results for O=C1COc2ccc(C(=O)COC(=O)c3ccc(F)cc3Cl)cc2N1 ?
FEN1 inhibitor: -8.4%; TDP1 inh: -1.9%

Results for CS(=O)(=O)N1CCCC(C(=O)Nc2ccccc2C(F)(F)F)C1 (stereo not drawn) ?
FEN1 inhibitor: 4.9%; N370S GC mod: -7.1%

New compounds follow:
Results for CSCC[C@H](NC(=O)OC(C)(C)C)C(=O)N/N=C/c1ccc2nccnc2c1 ?
FEN1 inhibitor: 3.6%; N370S GC mod: -8.8%; TDP1 inh: 2.6%

Results for Cc1cc(C)cc(OCCCn2ccnc2)c1 ?
FEN1 inhibitor: 0.9%; N370S GC mod: -7.6%; TDP1 inh: 3.0%

Results for COc1ccc(-c2cc(C(=O)Nc3cc(C)on3)no2)cc1OC ?
FEN1 inhibitor: -2.0%; N370S GC mod: 5.0%; TDP1 inh: 1.2%

How did Cc1cc(C)cc(NC(=S)N2CCC(NC(=O)c3ccccc3C)CC2)c1 do in these assays?
FEN1 inhibitor: -5.4%; N370S GC mod: 4.9%; TDP1 inh: 6.0%

Results for Cc1ccccc1-n1c(O)c(/C=N/N2CCCCC2c2cccnc2)c(=O)[nH]c1=O (stereo not drawn) ?
FEN1 inhibitor: 19.2%; N370S GC mod: -3.2%; TDP1 inh: 5.3%

Results for CC(=O)Nc1ccc2nc(SCC(=O)N3CCOCC3)sc2c1 ?
FEN1 inhibitor: 0.1%; N370S GC mod: -4.4%; TDP1 inh: -2.6%

Results for O=C(c1ccccc1F)N1CCN(c2ccccc2F)CC1 ?
FEN1 inhibitor: -6.9%; N370S GC mod: 1.8%; TDP1 inh: -2.0%

What do the screens show for `CO/N=C(\C(=O)N[C@@H]1C(=O)N2C(C(=O)O)=C(COC(C)=O)CS[C@H]12)c1csc(N)n1`?
FEN1 inhibitor: inconclusive; N370S GC mod: -4.1%; TDP1 inh: -12.2%

How did CCNc1nc(NC(C)C)nc(N(n2cnnc2)S(=O)(=O)c2ccc(C)cc2)n1 do in these assays?
FEN1 inhibitor: -0.7%; N370S GC mod: 9.4%; TDP1 inh: 0.0%

What do the screens show for `CCCCCCCC[N+](CCCCCCCC)(CCCCCCCC)CCCCCCCC`?
N370S GC mod: -4.9%; TDP1 inh: -0.3%

What do the screens show for `O=C(CN1CCCCC1)Nc1ccc(S(=O)(=O)N2CCOCC2)cc1`?
FEN1 inhibitor: -2.0%; N370S GC mod: 1.6%; TDP1 inh: 0.0%

How did CCC(=O)Nc1ccc(S(=O)(=O)NCCc2ccccc2)cc1 do in these assays?
FEN1 inhibitor: 1.5%; N370S GC mod: 16.2%; TDP1 inh: 1.4%

Results for O=C(NCCN1CCN(c2ccccc2F)CC1)c1cccn2c(=O)c3ccccc3nc12 ?
FEN1 inhibitor: -5.9%; N370S GC mod: -2.2%; TDP1 inh: 6.0%

Results for COc1ccc(/C=N/N2CCOCC2)cc1COc1ccc(Cl)cc1 ?
FEN1 inhibitor: -17.2%; N370S GC mod: 11.9%; TDP1 inh: 14.1%

How did CC(c1cccs1)N(C(=O)Nc1ccccc1)C1CCCCC1 (stereo not drawn) do in these assays?
FEN1 inhibitor: 1.1%; N370S GC mod: 6.1%; TDP1 inh: 1.0%

What do the screens show for `O=C(Nc1ccc(NC(=S)NC(=O)c2cccs2)cc1)c1ccco1`?
FEN1 inhibitor: inconclusive; N370S GC mod: 22.5%; TDP1 inh: -1.2%

Results for Cc1ccc2c(c1)c1c(c(=O)n(-c3ccccc3C)c(=O)n1Cc1ccccc1F)n2C ?
FEN1 inhibitor: inconclusive; TDP1 inh: 0.0%

What do the screens show for `CCN(CC)C(=O)Cn1c(=O)n(CCCC(=O)NCc2ccccc2)c(=O)c2sccc21`?
FEN1 inhibitor: 13.5%; N370S GC mod: -0.2%; TDP1 inh: 5.0%

Results for CCCCCCCC1(C)NC(=O)NC1=O (stereo not drawn) ?
FEN1 inhibitor: -9.3%; N370S GC mod: 3.9%; TDP1 inh: -1.4%

What do the screens show for `Cc1ccc(CNC(=O)c2ccc(NS(=O)(=O)c3c(C)noc3C)cc2)cc1`?
FEN1 inhibitor: 9.0%; N370S GC mod: -6.8%; TDP1 inh: 2.0%

What do the screens show for `O=C(NCc1ccc(N2CCCC2=O)cc1)c1cn(CCc2ccccc2)nn1`?
FEN1 inhibitor: -11.0%; N370S GC mod: 3.2%; TDP1 inh: 6.3%

What do the screens show for `CCOc1ccc(-c2nc(-c3ccccc3)no2)cc1OCC`?
FEN1 inhibitor: 6.1%; N370S GC mod: 3.7%; TDP1 inh: -2.6%

How did COc1ccc(-c2noc(CCC(=O)NCC3CCCO3)n2)cc1OC (stereo not drawn) do in these assays?
FEN1 inhibitor: -4.5%; N370S GC mod: -3.0%; TDP1 inh: 1.1%

Results for COc1ccc(C2C=C(c3ccccc3)Nc3nc(NC(=O)/C=C/c4ccc(F)cc4)nn32)cc1 (stereo not drawn) ?
FEN1 inhibitor: -6.4%; TDP1 inh: 0.0%

How did Cc1cc(N2CCOCC2)ccc1/C=C1\NC(=O)N(CC(=O)Nc2ccccc2C)C1=O do in these assays?
FEN1 inhibitor: -7.4%; N370S GC mod: -4.5%; TDP1 inh: 2.0%

Results for COc1ccccc1CCC(=O)N1CCN(S(=O)(=O)c2cc(C(F)(F)F)ccc2Cl)CC1 ?
FEN1 inhibitor: -12.2%; TDP1 inh: 0.6%

Results for CCOc1ccc(CCNC(=O)c2cc3sc(CC)cc3n2C)cc1OCC ?
FEN1 inhibitor: -14.0%; TDP1 inh: 4.9%

How did COc1ccccc1CNC(=O)C(NS(=O)(=O)c1cccs1)C(C)C (stereo not drawn) do in these assays?
FEN1 inhibitor: -5.9%; TDP1 inh: 9.1%

How did CC(=O)c1cccc(NS(=O)(=O)c2ccc(N/C=C/C(=O)c3ccc(F)cc3)cc2)c1 do in these assays?
FEN1 inhibitor: 4.8%; N370S GC mod: 7.6%; TDP1 inh: -2.6%

How did CC1CCCN(Cc2nc3c(c(=O)n(C)c(=O)n3C)n2Cc2ccc(Cl)cc2Cl)C1 (stereo not drawn) do in these assays?
FEN1 inhibitor: 4.3%; TDP1 inh: 0.0%

What do the screens show for `COc1ccc(C)cc1NC(=O)Cn1c(=O)oc2ccccc21`?
FEN1 inhibitor: -6.8%; N370S GC mod: -12.6%

What do the screens show for `COc1ccc(-c2cn(CCC(=O)NCc3ccc(C)cc3)c(-c3ccncc3)n2)cc1`?
FEN1 inhibitor: -12.5%; N370S GC mod: 0.9%

Results for CCC(=O)N1c2ccc(S(=O)(=O)N3CCOCC3)cc2CC1C (stereo not drawn) ?
FEN1 inhibitor: -2.8%; N370S GC mod: 24.4%; TDP1 inh: 3.1%

What do the screens show for `Cc1cccc(C)c1OCC(O)CN1CCN(c2ccccc2)CC1` (stereo not drawn)?
FEN1 inhibitor: -5.4%; N370S GC mod: -10.3%; TDP1 inh: 4.8%

Results for Cc1cccc(N(CC(=O)NC(C)C)C(=O)CCC(=O)Nc2ccccn2)c1 ?
FEN1 inhibitor: 16.6%; N370S GC mod: -6.2%; TDP1 inh: 1.6%

How did CN(C)/C(Cn1cncn1)=C1/N=C(c2ccccc2)OC1=O do in these assays?
FEN1 inhibitor: 0.2%; N370S GC mod: -5.9%

Results for Cc1ccccc1N1CCN(C(=O)NCc2cccc(Cl)c2)CC1 ?
FEN1 inhibitor: -7.5%; N370S GC mod: 2.0%; TDP1 inh: 5.8%

Results for COc1cccc(NC(=O)NNC(=O)c2ccc3c(c2)NC(=O)C(C)(C)O3)c1 ?
FEN1 inhibitor: 0.7%; N370S GC mod: -25.0%

Results for CC/C(=N\O)C(C)(C)/[N+]([O-])=C/c1ccc(Br)cc1 ?
FEN1 inhibitor: -10.5%; N370S GC mod: 5.5%[2.35 µM]; TDP1 inh: -2.0%

How did CC(=O)c1cccc(CN2CCC(CO)(Cc3ccccc3)CC2)c1 do in these assays?
FEN1 inhibitor: 16.0%; N370S GC mod: -5.6%

What do the screens show for `O=C(Nc1cccc(Cl)c1)c1ccc(S(=O)(=O)NCC2CCCO2)cc1` (stereo not drawn)?
FEN1 inhibitor: 8.3%; N370S GC mod: -6.6%; TDP1 inh: 10.8%

How did CC(C)CC(NC(=O)C1CCC(=O)N1C(=O)OCc1ccccc1)C(=O)NC(Cc1ccccc1)C(N)=O (stereo not drawn) do in these assays?
FEN1 inhibitor: 11.9%; N370S GC mod: 3.6%; TDP1 inh: 4.2%

What do the screens show for `CC1C(=O)C(C)(C)C(=O)OC1c1ccc([N+](=O)[O-])cc1` (stereo not drawn)?
FEN1 inhibitor: 10.9%; N370S GC mod: -6.9%

Results for Cn1c(CCN2CCOCC2)nc2cc(NS(=O)(=O)c3ccccc3)ccc21 ?
FEN1 inhibitor: 12.3%; N370S GC mod: -0.4%

How did CC1CCN(CC(=O)Nc2cc(C(F)(F)F)ccc2Cl)CC1 do in these assays?
FEN1 inhibitor: -2.2%; N370S GC mod: -24.8%; TDP1 inh: 2.6%

How did Cc1cc(Cl)ccc1OCCCC(=O)NCCc1nnc2ccccn12 do in these assays?
FEN1 inhibitor: 2.8%; N370S GC mod: -10.8%; TDP1 inh: 5.7%

What do the screens show for `CCc1nn(CC(=O)N2CCN(c3cccc(C)c3)C(C)C2)c(=O)c2cc3sccc3n12` (stereo not drawn)?
FEN1 inhibitor: 7.5%; TDP1 inh: -2.0%

How did COCCOC(=O)C1=C(C)Nc2nc(C)nn2C1c1ccc(F)cc1 (stereo not drawn) do in these assays?
FEN1 inhibitor: -1.1%&-3.2%; N370S GC mod: -1.6%; TDP1 inh: -4.0%

What do the screens show for `COc1ccc(-c2nc(SCC(=O)Nc3cccc(S(N)(=O)=O)c3)n[nH]2)cc1`?
FEN1 inhibitor: 7.5%; N370S GC mod: -3.4%

Results for S=c1nc(-c2cc(Cl)cc(Cl)c2)[nH][nH]1 ?
FEN1 inhibitor: 5.3%; N370S GC mod: -19.1%; TDP1 inh: 5.1%

Results for O=C(COC(=O)c1ccc(Cl)nc1)Nc1cccnc1Cl ?
FEN1 inhibitor: -5.1%; N370S GC mod: 0.5%

How did Cc1cc(-c2ccc(S(=O)(=O)N(C)c3ccc(C)c(C)c3)s2)on1 do in these assays?
FEN1 inhibitor: -12.2%; N370S GC mod: -1.5%; TDP1 inh: 1.1%

How did CCCN1CCC(NC(=O)Nc2ccccc2C(=O)OC)CC1 do in these assays?
FEN1 inhibitor: 1.5%; TDP1 inh: 0.0%

What do the screens show for `COc1ccc(/C=C2\N=C3CCCCCN3C2=O)cc1`?
FEN1 inhibitor: -5.5%; N370S GC mod: -1.8%; TDP1 inh: 1.8%
